Bioassay records: PubChem, Johns Hopkins Ion Channel Center
KCNQ2 inh = KCNQ2 channel blockers in CHO-K1 cells – cell-based, FluxOR thallium flux, B-score, primary screen (AID 2156) | B-score at 10 µM | 310,000 tested, 1.1% active | 20 min; active compounds read low | O88943;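 active means fluorescence ratio B-score at most minus 3 library SDs, with starting brightness B-score within 2 library SDs, cut at about -5.5 in these data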
Kir21 inh = inhibitors of mouse Kir2.1 inward-rectifier potassium channel. B-score at 10 µM. HEK293-Kir2.1, FluxOR thallium flux fluorescence; active compounds read low. AID 1672. 310,000 tested, 0.85% active;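 active means fluorescence ratio B-score at or below minus 3 SD of library scores, with starting-brightness B-score within 2 SD, cut at about -4.2 in these data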;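 further: channel flux triggered by added potassium and thallium sulfate stimulus; B-score of peak minus minimum fluorescence over baseline after thallium stimulus; more negative B-score means stronger Kir2.1 block with less thallium influx; some compounds called inactive have numbers as strong as hits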
Target sequence (P35561 whole entry, looked up): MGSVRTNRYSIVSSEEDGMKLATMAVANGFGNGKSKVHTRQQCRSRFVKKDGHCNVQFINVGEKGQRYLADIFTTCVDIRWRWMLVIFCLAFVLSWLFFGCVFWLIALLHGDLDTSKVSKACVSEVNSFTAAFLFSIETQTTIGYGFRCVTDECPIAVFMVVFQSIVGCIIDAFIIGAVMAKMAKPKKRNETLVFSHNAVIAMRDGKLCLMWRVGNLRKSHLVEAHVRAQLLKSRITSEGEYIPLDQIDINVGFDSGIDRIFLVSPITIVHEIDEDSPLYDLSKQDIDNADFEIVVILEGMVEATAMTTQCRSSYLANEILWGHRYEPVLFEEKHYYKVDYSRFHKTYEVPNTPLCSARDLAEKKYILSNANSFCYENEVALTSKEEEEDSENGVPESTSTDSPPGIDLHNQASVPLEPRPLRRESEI
An asterisk follows results filed as active; i = inactive.

KCNQ2 inh	Kir21 inh	SMILES
i	0.13	CCCn1nnc(NC(=O)c2ccc3c(c2)OCO3)n1
i	0.55	CC(=O)NCC(=O)OCC(=O)c1ccc(Br)cc1
i	-2.4	Cc1nc(N)sc1C(=O)N/N=C/c1ccco1
i	0.45	COc1ccc(NC(=O)CCNS(=O)(=O)c2ccc3[nH]c(=O)oc3c2)cc1Cl
i	2.1	CC1C/C(=N\Nc2ccc(S(N)(=O)=O)cc2[N+](=O)[O-])CC(C)(C)C1 (stereo not drawn)
i	-0.66	CN(C(=O)COC(=O)CNC(=O)c1ccc(C(C)(C)C)cc1)c1c(N)n(Cc2ccccc2)c(=O)[nH]c1=O
i	0.46	CC(=O)C[C@H]1c2cc(C(F)(F)F)ccc2S(=O)(=O)N1Cc1ccccc1
i	-0.06	O=C1CSc2ccc(S(=O)(=O)CCC(=O)NC3CCCCC3)cc2N1
i	-2.1	N=c1n(CCO)c2ccccc2n1Cc1ccc(Cl)cc1
i	1.2	C=CCSc1nc2sc3c(c2c(=O)[nH]1)CCC3
i	0.45	C[N+](C)(C)CCOP(=O)([O-])OC[C@H](O)CO
i	1.6	CSc1nc(-c2ccco2)nn1S(C)(=O)=O
i	-3.3	O=C(OCc1nc2scc(-c3ccccc3)c2c(=O)[nH]1)c1cc(Cl)ccc1[N+](=O)[O-]
i	0.18	COc1ccc(C(=O)C2CCCN(C(=O)c3cc(C)nc(C)n3)C2)cc1OC (stereo not drawn)
i	-0.31	CCCCN(C(=O)c1ccc2c(c1)OCCO2)c1c(N)n(CCCC)c(=O)[nH]c1=O
i	2.3	CNC(=O)CNC(=O)Nc1ccc(C)cc1
i	1.1	COCCNC(=O)c1ccc2c3n(nc2c1)-c1ccc(C)cc1CO3
i	0.81	O=C(Cc1n[nH]c(=O)c2ccccc12)Nc1ccc(-c2nnc3n2CCCCC3)cc1
i	1.6	Cc1csc(SCC(=O)Nc2cccc(S(=O)(=O)N3CCOCC3)c2)n1
i	-1.3	CCN(CC)S(=O)(=O)c1cccc(NC(=O)c2ccc(SC)cc2OC)c1
i	-0.95	Oc1ccccc1-c1nnc(COc2ccc(Cl)cc2Cl)o1
i	-0.53	CC1(C)CC(=O)C2=C(C1)N(c1ccccc1)C(N)=C(C#N)C2c1cccnc1 (stereo not drawn)
i	0.09	O=c1nc(N(c2ccccc2)c2ccccc2)[nH]c(=O)[nH]1
i	-0.5	C/C(=N\NC(N)=S)c1ccncc1
i	-1.5	COC(=O)C[C@H]1c2cc(C(F)(F)F)ccc2S(=O)(=O)N1Cc1ccc(OC)cc1
i	-0.38	COc1ccc(-c2[nH]ncc2C=O)cc1
i	0.19	Cc1c(N2C(=O)C(=O)/C(=C(/O)c3ccc(Br)cc3)C2c2cccnc2)c(=O)n(-c2ccccc2)n1C (stereo not drawn)
i	-0.33	Cc1cc(Nc2ccccc2)n(-c2ccccc2)n1
i	-0.35	CCn1cc(Cl)c(C(=O)Nc2cccc(CN3CCOCC3)c2)n1
i	0.92	O=C(NCCO)c1ccc(-c2nnc(Nc3ccc(O)cc3)c3ccccc23)cc1

Among those listed so far, these have two or more sulfur atoms:
KCNQ2 inh	Kir21 inh	SMILES
i	-0.06	O=C1CSc2ccc(S(=O)(=O)CCC(=O)NC3CCCCC3)cc2N1
i	1.2	C=CCSc1nc2sc3c(c2c(=O)[nH]1)CCC3
i	1.6	CSc1nc(-c2ccco2)nn1S(C)(=O)=O
i	1.6	Cc1csc(SCC(=O)Nc2cccc(S(=O)(=O)N3CCOCC3)c2)n1
i	-1.3	CCN(CC)S(=O)(=O)c1cccc(NC(=O)c2ccc(SC)cc2OC)c1

Compound profiles, as listed above. Order of values: KCNQ2 inh	Kir21 inh
`CNC(=O)CNC(=O)Nc1ccc(C)cc1` is listed as i	2.3
`Cc1csc(SCC(=O)Nc2cccc(S(=O)(=O)N3CCOCC3)c2)n1` is listed as i	1.6

(more compounds)
KCNQ2 inh	Kir21 inh	SMILES
i	-0.06	O=C(N/N=C/c1ccc(C(F)(F)F)cc1)c1ccncc1
i	-0.34	CC(=O)Nc1ccc(Nc2nc(C)c([N+](=O)[O-])c(N(C)c3ccccc3)n2)cc1
i	-0.89	CN1C=CC=C/C1=C1\SC(=S)N(Cc2ccccc2)C1=O
i	3.6	NC(=O)C1CCN(C2=C(NS(=O)(=O)c3ccc(Cl)cc3)C(=O)c3ccccc3C2=O)CC1
i	-1.4	CC(C)c1cc(C(=O)N/N=C/c2ccoc2)c(O)c(C(C)C)c1
i	0.06	Cn1nccc1C(=O)N1CCN(c2ccccc2F)CC1
i	0.1	Cc1ccc(-c2cc(-c3ccccc3)no2)cc1
i	0.87	CC1Cc2cc(/C=C3/SC(=S)N(C)C3=O)ccc2O1 (stereo not drawn)
i	1.8	CCCc1cc(=O)[nH]c(-n2[nH]c3c(c2=O)CCCC3)n1
i	0.8	CN(C)S(=O)(=O)c1ccc(NC(=O)CSc2n[nH]c(=O)n2C2CC2)cc1
i	-1.6	CC(C)CC(NC(=O)C1CCC(C)CC1)C(=O)N1CCN(c2ccccn2)CC1 (stereo not drawn)
i	-0.17	CC(=O)/C(C(=N)N1CCN(C(c2ccccc2)c2ccccc2)CC1)=C(\C)O
i	0.01	CCc1cc(C(c2cccc(OC)c2)N2CCOCC2)c(NC(=O)c2ccccc2)s1 (stereo not drawn)
i	1.4	CCOC(=O)N1CCC(NC(=O)c2cc3c(-c4ccccc4F)nn(C)c3s2)CC1
i	-3.8	N#Cc1nc(Cc2cccc3ccccc23)oc1NCC1CCCO1 (stereo not drawn)
i	1.2	Cc1cccc(OCCCCCN2CCOCC2)c1
i	0.77	Cc1ccc(S(=O)(=O)NCCNC(=O)N2CCOCC2)cc1
i	1.4	COC(=O)c1cn(NC(=O)Cc2ccccc2OC)c(=O)c2ccccc12
i	-7.5*	CN(C(=O)COc1ccccc1C(=O)NCCOc1ccccc1)c1ccccc1
i	-2.9	O=C(C#Cc1ccccc1)c1ccco1
i	0.2	Cc1ccc(Cl)cc1N1CCN(C(=O)C2CCN(S(=O)(=O)c3c(C)nn(C)c3C)CC2)CC1
i	0.79	Cc1ccc(NC(=O)CCC(=O)NNC(=O)Nc2cccc(Cl)c2)c(C)c1
i	0.51	COCc1c(C(=O)N2CCN(c3ccc(C(F)(F)F)cn3)CC2)oc2ccccc12
i	-1.1	Cc1cc(C)n2nc(C(=O)N3CCCC(Nc4ccc(C(C)C)cc4)C3)cc2n1 (stereo not drawn)
i	0.13	CC(O)CNc1nc(Cl)c(C#N)s1 (stereo not drawn)
i	1.1	COCCCC1CCN(C(=O)CCc2nnc(CCCCc3ccccc3)o2)CC1
i	1.2	COc1ccc(-n2nc3c(c2NC(=O)C(C)Oc2ccccc2)CS(=O)(=O)C3)cc1 (stereo not drawn)
i	0.18	CNC(=O)NC1CCCc2ccccc21 (stereo not drawn)
i	-0.86	CCN(CC)CCn1c2c(c(SCC(=O)Nc3cc(C)on3)nc1=O)CCCC2
i	1.4	N=c1nc(SCCC(=O)O)ss1
i	0.94	CCCCC(=O)Nc1ccccc1CC
i	-1	CCc1cccc(CC)c1NC(=O)C1SC(=Nc2ccccc2C)C(c2nc3ccccc3s2)=C1N (stereo not drawn)
i	-0.23	CCc1ccc(OCC(=O)Nc2ccncc2)cc1
i	-0.96	O=C(NNc1ccccc1C(F)(F)F)c1sccc1Br
i	1.9	Cc1cn2c(=O)c(C(=O)N3CCN(c4ccccc4Cl)CC3)cnc2s1
i	0.69	COc1cc(CC(=O)NCc2ccco2)cc(OC)c1OC
i	-0.46	COCCN1Cc2cccc(C(=O)Nc3cc(C)cc(C)c3)c2C1=O
i	-0.62	Clc1ccccc1/C=N/Nc1cc(N2CCOCC2)ncn1
i	-0.54	CC(C)N(C(=O)Nc1ccc2nccnc2c1)C(C)C
i	0.6	CCN(Cc1ccncc1)C(=O)Cc1cccs1
i	1.7	CS(=O)(=O)N(CC(=O)NCCc1ccccc1)C1CCCCC1
i	0.29	COc1ccc(S(=O)(=O)N(CC(=O)N2CCN(c3ccccc3)CC2)c2ccccc2)cc1
i	0.14	CC(C)(C)c1cc(C(=O)N/N=C/c2ccccn2)n[nH]1
i	-1.6	CC(C)CC(CCc1ccccc1)OS(N)(=O)=O (stereo not drawn)
i	-0.74	Cc1ccc(S(=O)(=O)Nc2ccccc2N2CCOCC2)cc1
i	0.32	CCN(CC)c1ccc(NC(=O)CN2CCN(CC(=O)Nc3ccccc3F)CC2)cc1
i	0.23	Cc1ccc(C(C)C)c(OCC(=O)Nc2ccc(Cl)cn2)c1
i	-2.7	NC(N)=Nc1nc(-c2ccccc2)c2cc(F)ccc2n1
i	-0.28	COC(=O)c1ccc(OC(=O)N2CCOCC2)cc1
i	0.35	Cc1nnc(NC(=O)NCN2C(=O)C3C4C=CC(C4)C3C2=O)s1 (stereo not drawn)
i	-0.15	O=C(O)/C=C/c1ccc(S(=O)(=O)NCc2cccnc2)cc1
-6.3*	-0.02	CC1CN(c2nc(-c3ccccc3)nnc2-c2ccccc2)CC(C)O1 (stereo not drawn)
i	1.7	Cc1ccc(CS(=O)(=O)CCC(=O)NCc2ccccc2Cl)cc1
i	0.72	CN(C)S(=O)(=O)c1ccc(N2CCN(S(=O)(=O)c3ccc(F)cc3)CC2)c(Cl)c1
i	1	O=C(c1ccc(Br)cc1)c1cc2ccc(O)cc2oc1=O
i	0.17	CC(C)(C)c1cc(NCCCn2ccnc2)n2ncc(-c3ccccc3)c2n1
i	2.8	Cc1cc(N2CCN(c3nc4ccccc4s3)CC2)n2ncnc2n1
i	1.5	O=C(N[C@@H](Cc1ccccc1)C(=O)O)c1ccncc1
i	-0.34	CN(c1ncc(C(F)(F)F)cc1Cl)n1cc(C(=O)O)c2ccccc2c1=O
i	-0.66	CN(C)c1ccnc2sc3c(=O)n(Cc4ccccc4)cnc3c12

The listing continues.
KCNQ2 inh	Kir21 inh	SMILES
i	-0.61	CSc1ccc(S(=O)(=O)NCc2ccccc2Cl)cc1
i	-0.55	O=[N+]([O-])c1ccc(CS(=O)(=O)c2ccc(Cl)cc2)cc1
i	-0.38	CCOc1ccc(CNS(=O)(=O)c2ccc3c(c2)CC(=O)N3C)cc1
i	1.9	CCOc1ccc(S(=O)(=O)Nc2cccnc2)cc1
i	-0.79	CN(Cc1ccncn1)C(=O)C1CCC(=O)N(Cc2cccc(C(F)(F)F)c2)C1 (stereo not drawn)
i	-0.25	O=C(NC1CCCCC1)C(c1cccs1)N(Cc1cccs1)C(=O)c1cccs1 (stereo not drawn)
i	-0.9	COc1ccc(N=C(C)c2sc3ccccc3c2O)cc1
i	-1.7	Cc1c(C)n(C)c2ccc(C(=O)NCCCN3CCCCC3C)cc12 (stereo not drawn)
i	0.04	Cn1c(SCC(=O)Nc2ccc3c(c2)OCCO3)nnc1-c1cccnc1
i	0.26	CS(=O)(=O)Nc1cccc(C2=NN(S(=O)(=O)c3ccccc3)C(c3ccco3)C2)c1 (stereo not drawn)
i	-1.2	CCOC(=O)Cc1csc(SCC(=O)NC(C)C23CC4CC(CC(C4)C2)C3)n1 (stereo not drawn)
i	1.3	N#CC(C(=O)Nc1cccc(Cl)c1)=C1Nc2ccccc2N1
i	0.08	CN1CCN(C(=O)C2=C[C@@H](c3coc4ccccc4c3=O)C[C@@H](OCc3ccc(CO)cc3)O2)CC1
i	1.1	CCN(Cc1ccccc1)C(=O)Cn1c(=O)oc2ccccc21
i	-0.03	O=C(C1CCN(S(=O)(=O)c2cccc3cccnc23)CC1)N1CCN(c2ccccn2)CC1
i	0.45	CCOc1ccc(NC2=C(Cl)C(=O)N(C3CCCCC3)C2=O)cc1
i	-0.99	N#C/C(=C(O)\C=C\c1ccccc1)c1nc2ccccc2[nH]1
i	-5.1	CCCC[C@H]1COCCS(=O)(=O)N1Cc1ccc(F)cc1
i	-0.02	CCCCN(C)C(=S)Nc1ccc2nc(N3CCN(CC)CC3)cc(C)c2c1
i	1.4	O=C(CN(C(=O)CCC(=O)Nc1ccccn1)C1CCCC1)NCc1ccccc1
i	-0.32	COc1ccc(CN2CCNC(=O)C2CC(=O)NCC2CCOCC2)c(C)c1C (stereo not drawn)
i	3	O=[N+]([O-])c1cc(C=Nc2ccc3ccccc3c2)ccc1Br
i	0.25	Cc1nc(-c2ccc(C(=O)Nc3ccc(F)cc3)cc2)cs1
i	1.3	CCn1c(SCC(=O)N(C)C)nc2cc(S(=O)(=O)N3CCOCC3)ccc21
i	0.14	CC(C)Oc1ccc(C2CC(=O)N(C)C2=O)cc1 (stereo not drawn)
i	1.2	CCOc1ccc(N(Cc2cc3cc(C)ccc3[nH]c2=O)C(=O)COC)cc1
i	-0.01	O=C(O)c1ccc(S(=O)(=O)N2CCN(c3ccccn3)CC2)cc1
i	0.53	CC(C)(C)c1ccccc1NC(=O)c1ccc(-n2cncn2)c([N+](=O)[O-])c1
i	0.9	O=C(c1ccc2c(c1)OCO2)N(Cc1cccs1)C1(C(=O)NC2CCCCC2)CCCCC1
i	-0.37	Cc1cccc(-c2nc3ccccc3c(=O)n2NC(=O)/C=C/c2ccc([N+](=O)[O-])cc2)c1
i	1.8	CC(C)(C)c1ccc(C(=O)NNC(=O)Cc2cccc3ccccc23)cc1
i	-0.35	Cc1cc(C)cc(NC(=O)N2CCCC2C(=O)NCc2ccco2)c1 (stereo not drawn)

As entered above.
In Kir21 inh, COc1ccc(N=C(C)c2sc3ccccc3c2O)cc1 is entered as -0.9
In Kir21 inh, CCCCN(C)C(=S)Nc1ccc2nc(N3CCN(CC)CC3)cc(C)c2c1 is entered as -0.02
In Kir21 inh, O=C(c1ccc2c(c1)OCO2)N(Cc1cccs1)C1(C(=O)NC2CCCCC2)CCCCC1 is entered as 0.9
In Kir21 inh, CC(C)(C)c1ccccc1NC(=O)c1ccc(-n2cncn2)c([N+](=O)[O-])c1 is entered as 0.53
In Kir21 inh, O=C(CN(C(=O)CCC(=O)Nc1ccccn1)C1CCCC1)NCc1ccccc1 is entered as 1.4
In Kir21 inh, CCOc1ccc(NC2=C(Cl)C(=O)N(C3CCCCC3)C2=O)cc1 is entered as 0.45
In Kir21 inh, N#CC(C(=O)Nc1cccc(Cl)c1)=C1Nc2ccccc2N1 is entered as 1.3
